Bioassay records from PubChem BioAssay.
MKP-3 inhibition: inhibition of rat DUSP6 enzyme activity – biochemical, in vitro, primary screen (AID 425) | recombinant MKP-3 phosphatase activity, fluorescence; higher % means a stronger effect | one-dose inhibition, % at 20 µM; IC50 in µM for titrated hits | hit rate 0.17% among 110,000; in the data active = inhibition above about 50%;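 note: plate controls were vehicle for no effect and reference inhibitor for full effect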
Hsp70 displacement: Hsp70 inhibitors, probe displacement, primary screen, biochemical, fluorescence polarization (AID 583) | hit rate 0.06% among 140,000 | displacement, % at 20 µM, or IC50 in µM where a hit was titrated | Hsp70 fluorescence polarization probe displacement, mP; higher % means a stronger effect; in the data active = displacement above about 50%;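 note: plate controls were vehicle for no effect and reference ligand for full effect; a part of the inactive calls stands beside numbers as strong as those of hits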
Starred values were filed as active, the others as inactive; & = joins results of further samples. Not all compounds are listed (hit frequency here may not be typical).

COc1ccc(Nc2oc(COc3ccc(Cl)cc3)nc2C#N)cc1 was read as MKP-3 inhibition -14% and Hsp70 displacement 1.0%.
`CC(Sc1nnc(Cc2cccs2)n1C1CCCCC1)C(=O)N1CCc2ccccc21` (centres undefined) gave Hsp70 displacement -2.4%.
CC1=C(C(=O)OC(C)C)C(c2ccc(Br)s2)NC(=O)N1C (centres undefined) was read as MKP-3 inhibition -10%&3% and Hsp70 displacement 3.8%&-1.0%.
`CCOC(=O)C1=C(O)/C(=C/c2ccc(Br)cc2)SC1=Nc1ccc([N+](=O)[O-])cc1` gave MKP-3 inhibition 8% and Hsp70 displacement 2.7%.
`CCOC(=O)c1ccc2c(c1)nc(COc1ccccc1C#N)n2CC` gave MKP-3 inhibition 0% and Hsp70 displacement 7.0%.
For CCc1cccc(C)c1NC(=O)CSc1nc2c(c(=O)n(C)c(=O)n2C)n1C the results were MKP-3 inhibition 4% and Hsp70 displacement -0.8%.
C=C(C)COc1ccc(-c2[nH]ncc2Oc2cccc(OC)c2)c(O)c1 was read as MKP-3 inhibition -8% and Hsp70 displacement -2.2%.
For O=C(NCc1ccco1)c1ccc(-c2ccc(Cl)cc2Cl)o1 the results were MKP-3 inhibition 6% and Hsp70 displacement 2.2%.
Screening COc1ccc(Cl)cc1NC(=O)CN(CCc1ccccc1)S(=O)(=O)c1ccccc1 returned MKP-3 inhibition 4% and Hsp70 displacement 2.0%.
`COc1ccc(OC)c(S(=O)(=O)N2CCC(C(=O)Nc3cc(C)ccc3C)CC2)c1` gave Hsp70 displacement 4.9%.
For O=C(C1CC1)N1CCc2cc(S(=O)(=O)N3CCOCC3)ccc21 the results were MKP-3 inhibition -6% and Hsp70 displacement -1.7%.
`Cc1cc(C)nc(Sc2c(C)nn(-c3ccccc3)c2C)n1` gave MKP-3 inhibition -1% and Hsp70 displacement -5.3%.
CCN1CCN(CCNC(=O)c2cn(C(C)c3ccccc3F)nn2)CC1 (centres undefined) was read as MKP-3 inhibition -1% and Hsp70 displacement 2.8%.
`c1ccc(Sc2ncnc3c2oc2ccccc23)cc1` gave Hsp70 displacement -3.9%.
Screening O=C(c1ccco1)N1CCCC(c2ccccc2)C1 (centres undefined) returned MKP-3 inhibition -2% and Hsp70 displacement 4.8%.

A portion from the list above, as a working copy:
`CC(Sc1nnc(Cc2cccs2)n1C1CCCCC1)C(=O)N1CCc2ccccc21` (centres undefined) gave Hsp70 displacement -2.4%.
CC1=C(C(=O)OC(C)C)C(c2ccc(Br)s2)NC(=O)N1C (centres undefined) was read as MKP-3 inhibition -10%&3% and Hsp70 displacement 3.8%&-1.0%.
`CCOC(=O)C1=C(O)/C(=C/c2ccc(Br)cc2)SC1=Nc1ccc([N+](=O)[O-])cc1` gave MKP-3 inhibition 8% and Hsp70 displacement 2.7%.
`CCOC(=O)c1ccc2c(c1)nc(COc1ccccc1C#N)n2CC` gave MKP-3 inhibition 0% and Hsp70 displacement 7.0%.
For CCc1cccc(C)c1NC(=O)CSc1nc2c(c(=O)n(C)c(=O)n2C)n1C the results were MKP-3 inhibition 4% and Hsp70 displacement -0.8%.
C=C(C)COc1ccc(-c2[nH]ncc2Oc2cccc(OC)c2)c(O)c1 was read as MKP-3 inhibition -8% and Hsp70 displacement -2.2%.
For O=C(NCc1ccco1)c1ccc(-c2ccc(Cl)cc2Cl)o1 the results were MKP-3 inhibition 6% and Hsp70 displacement 2.2%.
Screening COc1ccc(Cl)cc1NC(=O)CN(CCc1ccccc1)S(=O)(=O)c1ccccc1 returned MKP-3 inhibition 4% and Hsp70 displacement 2.0%.
`COc1ccc(OC)c(S(=O)(=O)N2CCC(C(=O)Nc3cc(C)ccc3C)CC2)c1` gave Hsp70 displacement 4.9%.
For O=C(C1CC1)N1CCc2cc(S(=O)(=O)N3CCOCC3)ccc21 the results were MKP-3 inhibition -6% and Hsp70 displacement -1.7%.
`Cc1cc(C)nc(Sc2c(C)nn(-c3ccccc3)c2C)n1` gave MKP-3 inhibition -1% and Hsp70 displacement -5.3%.
CCN1CCN(CCNC(=O)c2cn(C(C)c3ccccc3F)nn2)CC1 (centres undefined) was read as MKP-3 inhibition -1% and Hsp70 displacement 2.8%.
`c1ccc(Sc2ncnc3c2oc2ccccc23)cc1` gave Hsp70 displacement -3.9%.

(next part)
COc1ccccc1CNC(=O)C1CC(=O)N(c2ccc(C)c(C)c2)C1 (centres undefined) was read as MKP-3 inhibition -12% and Hsp70 displacement -2.8%.
For Cc1nnc(C)n1N1C(=O)c2cccc3cccc(c23)C1=O the results were MKP-3 inhibition -2% and Hsp70 displacement 2.5%.
`CCCC(C)NC(=O)Cc1ccccc1[N+](=O)[O-]` (centres undefined) gave MKP-3 inhibition 1% and Hsp70 displacement 1.1%.
For CCOc1ccccc1NC(=O)CN1C(=O)/C(=C\c2cc(OC)c(OC)c(OC)c2)SC1=S the results were MKP-3 inhibition -1% and Hsp70 displacement 2.0%.
`CCOCCOC(=O)c1ccc(-n2cncn2)nc1` gave Hsp70 displacement 3.6%.
For CCOc1ccc(S(=O)(=O)N2CCOCC2)cc1 the results were MKP-3 inhibition -1% and Hsp70 displacement 0.1%.
Screening CC(=O)NC(=O)c1nnn(Cc2ccccc2)c1NC(C)=O returned Hsp70 displacement 11%.
Cc1ccc(-c2ccc(OCC(=O)Nc3ccccc3C(F)(F)F)cc2)cc1 was read as MKP-3 inhibition 1% and Hsp70 displacement -0.4%.
Screening O=C(NCc1ccccc1)c1noc2c1CCCC2 returned MKP-3 inhibition -2% and Hsp70 displacement -6.3%.
`COc1ccc(S(=O)(=O)N2CCN(CC(=O)Nc3ccc(C)c(F)c3)CC2)cc1` gave MKP-3 inhibition 1% and Hsp70 displacement -3.9%.
`Cc1nc2sccn2c1P(c1c(C)nc2sccn12)c1c(C)nc2sccn12` gave MKP-3 inhibition -4% and Hsp70 displacement -3.6%.
`Cc1ccc2c(c1)nnn2C1CCN(S(=O)(=O)c2ccc(C(=O)N3C(C)CCCC3C)cc2)CC1` (centres undefined) gave MKP-3 inhibition 2% and Hsp70 displacement -2.0%.
`Cn1ncc(C#N)c1/N=C/N1CCCCC1` gave MKP-3 inhibition -15% and Hsp70 displacement -0.2%.
CN1CCc2c(sc3c2C(=O)NC(c2cccs2)N3)C1 (centres undefined) was read as MKP-3 inhibition -9% and Hsp70 displacement 11%.
O=C(NNC(=O)c1cccnc1)NC1CCCCC1 was read as MKP-3 inhibition 0% and Hsp70 displacement 3.8%.
For CCOC(=O)CCn1c(=O)c2c(nc(Br)n2Cc2ccccc2)n(C)c1=O the results were MKP-3 inhibition -9% and Hsp70 displacement 0.8%.
`CCC(C)NC(=O)c1ccc(CN2CCN(c3ccccc3)CC2)cc1` (centres undefined) gave MKP-3 inhibition 2% and Hsp70 displacement -4.0%.
Screening CN(C(=O)c1ccccc1Cl)c1ccccc1 returned MKP-3 inhibition -9% and Hsp70 displacement -3.0%.
Cc1cc(OCC(=O)Nc2cccnc2)cc(C)c1Cl was read as MKP-3 inhibition 1% and Hsp70 displacement -6.1%.
Screening COCCCN(C)C1CCN(C(=O)Nc2ccc(F)cc2)CC1 returned MKP-3 inhibition -2% and Hsp70 displacement -1.6%.
`CCOC(=O)c1ccc2c(c1)C1C=CCC1C(c1ccc(Cl)cc1)N2` (centres undefined) gave MKP-3 inhibition 5% and Hsp70 displacement -4.6%.
`COc1ccccc1NC(=O)C1=C(C)NC(=S)NC1c1ccc([N+](=O)[O-])cc1` (centres undefined) gave MKP-3 inhibition 2% and Hsp70 displacement 3.7%.
`COc1ccc2c(c1)c(=O)oc1cc3occ(C(C)(C)C)c3cc12` gave Hsp70 displacement 5.6%.
For CCn1c(Cc2cccn2C)nnc1SCC(=O)c1ccc(C)cc1 the results were MKP-3 inhibition -4% and Hsp70 displacement 1.0%.
Screening CCOC(=O)CC1C(=O)NCCN1Cc1cccc(C(F)(F)F)c1 (centres undefined) returned MKP-3 inhibition 3% and Hsp70 displacement 8.8%.
`O=C(COc1ccc(Cl)cc1)NNC(=O)C(c1ccccc1)c1ccccc1` gave MKP-3 inhibition -1% and Hsp70 displacement -0.2%.
Screening C=CCOc1ccc(/C=C2\C(=O)NC(=O)N(c3ccc(Br)cc3)C2=O)cc1OC returned MKP-3 inhibition 2% and Hsp70 displacement -2.7%.
`Nc1nc(-c2cccnc2)nn1S(=O)(=O)c1ccccc1` gave MKP-3 inhibition -8% and Hsp70 displacement 14%.
For COc1ccc(-c2nnc(Sc3nc4ccc([N+](=O)[O-])cc4s3)n2-c2ccccc2)cc1 the results were MKP-3 inhibition 4% and Hsp70 displacement -2.2%.
`OC(COCc1ccc(Cl)cc1)CSc1ccccn1` (centres undefined) gave MKP-3 inhibition -2% and Hsp70 displacement 6.1%.
`O=S(=O)(c1ccc(F)cc1)N1CCC(Cc2ccccc2)CC1` gave MKP-3 inhibition -2% and Hsp70 displacement 2.4%.
`COC(=O)c1cc(OC)c(OC)cc1NC(=O)c1ccco1` gave MKP-3 inhibition -1% and Hsp70 displacement 7.1%.
For Cc1[nH]c2ccccc2c1C(=O)NS(=O)(=O)c1ccccc1Cl the results were MKP-3 inhibition -12% and Hsp70 displacement -1.4%.
CCOc1c(CNCCNC(=O)c2nonc2N)cccc1OC was read as MKP-3 inhibition -5% and Hsp70 displacement 3.5%.
For Cc1ccc2oc(=O)c3cc(C(=O)N4CCN(C(=O)c5ccco5)CC4)sc3c2c1 the results were MKP-3 inhibition -2% and Hsp70 displacement 2.5%.
Screening CC1CCN(C(=O)CSc2nc3ccccc3c(=O)n2Cc2ccc3c(c2)OCO3)CC1 returned Hsp70 displacement 2.3%.
`CCN(CC)c1ccc(/C=C(\C#N)C(=O)NC2CCS(=O)(=O)C2)cc1` (centres undefined) gave MKP-3 inhibition 5% and Hsp70 displacement -34%.
Cc1ccc(/C=N/NC(=O)c2cccc(F)c2)c(O)c1 was read as MKP-3 inhibition -2% and Hsp70 displacement 3.8%.
`Cc1cccc(Cc2cnc(N)s2)c1` gave MKP-3 inhibition 4% and Hsp70 displacement -2.7%.
COc1cc2[nH]c(=O)n(Cc3ccc(C(=O)NC4CCCC4)cc3)c(=O)c2cc1OC was read as Hsp70 displacement -0.6%.
`N#CCSc1nc2cc(C(=O)N3CCC(C(N)=O)CC3)ccc2c2nc3ccccc3n12` gave MKP-3 inhibition 6% and Hsp70 displacement -4.5%.
For CCOc1ccccc1-n1c(SCC(=O)N2CCCC2)nnc1-c1ccc(O)cc1 the results were Hsp70 displacement -0.8%.
`COc1ccc(/C=C(/C#N)C(=O)Nc2cccc(C(F)(F)F)c2)cc1` gave MKP-3 inhibition 1% and Hsp70 displacement 5.5%.
Screening COc1ccc(S(=O)(=O)Nc2ccccc2C(=O)NC(C)(C)C)cc1OC returned Hsp70 displacement -0.6%.
Screening Cc1ccc(N2C(=O)CC(NCCCN3CCOCC3)C2=O)cc1 (centres undefined) returned MKP-3 inhibition -3% and Hsp70 displacement 5.2%.
Screening COc1ccc(-c2noc(CSc3nnc(-c4ccncc4)n3-c3ccc(F)cc3)n2)cc1OC returned MKP-3 inhibition -8% and Hsp70 displacement 4.6%.
`O=C(NC1=NCCS1)c1ccc(Cl)s1` gave MKP-3 inhibition -5% and Hsp70 displacement 0.1%.
`Cc1cc(C)cc(-c2nnc(SCC(=O)N3CCN(C(=O)c4ccco4)CC3)o2)c1` gave MKP-3 inhibition -16% and Hsp70 displacement 0.5%.
Screening C=CCOc1ccc(C2NC(=O)NC(C)=C2C(=O)OC)cc1 (centres undefined) returned MKP-3 inhibition -13% and Hsp70 displacement -4.5%.
For O=C(COc1ccc(Cl)cc1)NCc1cccnc1 the results were MKP-3 inhibition 0% and Hsp70 displacement 1.2%.
Screening Cc1cc(C)n(C2CCCCC2OC(=O)c2ccccc2)n1 (centres undefined) returned MKP-3 inhibition -9% and Hsp70 displacement -2.3%.
`CCCNC(=O)NCCc1c(C)[nH]c2ccccc12` gave MKP-3 inhibition -11% and Hsp70 displacement 7.5%.
For O=C1c2ccccc2C(=O)N1CCCCSc1nc2ccccc2o1 the results were Hsp70 displacement -3.9%.
Screening CN(C)c1ccc(/C=N/Nc2cc(N3CCOCC3)nc(N3CCOCC3)n2)cc1 returned MKP-3 inhibition 1% and Hsp70 displacement -5.7%.
CC1CC(C)CN(C(=O)CSc2nc3ccsc3c(=O)n2Cc2ccccn2)C1 (centres undefined) was read as Hsp70 displacement -0.6%.
For O=C(COc1ccc(Cl)cc1)NNC(=O)C(=O)N1CCCCC1 the results were MKP-3 inhibition -3% and Hsp70 displacement 2.9%.
Screening COc1ccc(-n2nnnc2C(Cl)(Cl)c2nnnn2-c2ccc(OC)cc2)cc1 returned MKP-3 inhibition 2% and Hsp70 displacement 1.9%.
For CCOc1ccc(CCNC(=O)C(C)n2nc(C)n3c(cc4occc43)c2=O)cc1OCC (centres undefined) the results were MKP-3 inhibition -6% and Hsp70 displacement -0.6%.
COC(=O)c1[nH]c2ccc(F)cc2c1NC(=O)CCN1CCN(Cc2ccc3c(c2)OCO3)CC1 was read as MKP-3 inhibition -6% and Hsp70 displacement 7.1%.
`COc1ccccc1C(=O)N1CCN(Cc2ccccc2C)CC1` gave MKP-3 inhibition 3% and Hsp70 displacement -4.7%.
For Cc1cc(OCC(=O)Nc2cc(Cl)ccc2C)ccc1Cl the results were MKP-3 inhibition -3% and Hsp70 displacement -0.5%.
Screening C=CCn1c(SCC(=O)Nc2ccccc2C)nc2sc(C)c(C)c2c1=O returned Hsp70 displacement -4.4%.
`COC(=O)c1sc(NC(=O)c2ccc(Cn3cc(Cl)cn3)o2)c(C#N)c1C` gave MKP-3 inhibition -1% and Hsp70 displacement -1.7%.
Screening O=C1CC2(CCCCC2)Oc2ccc(OCC(=O)N3CCOCC3)cc21 returned MKP-3 inhibition 1% and Hsp70 displacement -3.6%.
Screening FC(F)(F)c1nc2ccccc2nc1-c1ccccc1 returned MKP-3 inhibition -3% and Hsp70 displacement -0.3%.
Screening CC1CN(S(=O)(=O)c2ccc(NC(=O)CCN3C(=O)c4ccccc4C3=O)cc2)CC(C)O1 (centres undefined) returned MKP-3 inhibition 4% and Hsp70 displacement 1.1%.
